Assay outcomes from PubChem BioAssay.
SRC2 TRFRET art – flags TR-FRET format artefacts in PPARgamma SRC-2 recruitment agonist screen; TR-FRET artefact counter-screen; hits give high values; TR-FRET ratio at 8 µM; 200,000 tested, 0.4% active; in the data active = TR-FRET ratio above about 2000; also: inactives centre near 1500
S1P3 antagonist – antagonists of human S1P3 receptor; 170,000 tested, 0.27% active; Q99500; CHO S1P3 NFAT-BLA reporter, FRET fluorescence, antagonist mode; inhibition, % at 4.98 µM;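 active = inhibition above the plate cutoff, the mean inhibition of test wells on that plate plus 3 SD, cut at about 28% in these data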;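 also: cells challenged with S1P at its EC80 of 0.8 µM; blue over green emission ratio from cleaved BLA substrate after 4 h stimulation; 0% = S1P-stimulated wells and 100% = unstimulated DMSO-only wells; some compounds past the cut are filed as inactive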
Target sequence (Q99500 whole entry, looked up): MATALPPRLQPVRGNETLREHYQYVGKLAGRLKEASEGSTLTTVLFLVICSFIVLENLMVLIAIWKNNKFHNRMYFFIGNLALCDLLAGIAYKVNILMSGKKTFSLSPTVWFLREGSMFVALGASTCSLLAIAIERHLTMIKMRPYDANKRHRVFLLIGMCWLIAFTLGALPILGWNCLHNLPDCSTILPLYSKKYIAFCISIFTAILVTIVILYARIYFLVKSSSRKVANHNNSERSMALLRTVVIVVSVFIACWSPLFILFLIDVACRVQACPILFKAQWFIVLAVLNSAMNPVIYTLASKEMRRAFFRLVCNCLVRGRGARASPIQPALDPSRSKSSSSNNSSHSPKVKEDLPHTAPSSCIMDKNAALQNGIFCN
PMI activator – phosphomannose isomerase (human) activation | activation factor at 20 µM | AID 1214 | purified human PMI, coupled resazurin fluorescence, 20 min; hits give high values; 1 = vehicle control, 0 substrate-free wells | 190,000 tested, 0.005% active | P34949;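 active = activation factor of 2 or more at 20 µM, relative to plate controls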
PMI act satM6P – increases human PMI activity with near-saturating mannose 6-phosphate | coupled PMI enzyme assay, resazurin fluorescence, 20 min; hits give high values; 1 = untreated enzyme, 0 = substrate-free blank | activation factor at 20 µM | 190,000 tested, 0.34% active | AID 1216;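 active = activation factor of 2 or more at 20 µM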
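Material: human phosphomannose isomerase with PGI, G6PDH, diaphorase coupling enzymes / Reagent: Man-6-P substrate 1.0 mM / Dosing: single compound dose of 20 µM, 1% DMSO final / Incubation: enzyme reaction with compound 20 min at room temperature / Signal: resorufin fluorescence (Ex 544/Em 590 nm) from resazurin via diaphorase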
Diaphorase act – diaphorase activation or chemical reduction counter-screen; 190,000 tested, 0.005% active; AID 1229; Diaphorase/resazurin coupled assay, resorufin fluorescence, 16 min; hits give high values; 1 = vehicle wells, 0 = NADH-free wells; activation factor at 20 µM;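 active = diaphorase activity raised at least twofold by the compound at 20 µM; inactive = activation factor below 2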
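Assay system: bacterial diaphorase enzyme (C. kluyveri) / Input: enzyme 0.07 U/mL final / Medium: 50 mM HEPES pH 7.4 with 4.542 mM MgCl2, 0.005% Tween 20 / Doses: single compound dose of 20 µM, 1% DMSO final / Incubation: 16 min enzyme reaction, ambient temperature / Signal: fluorescence, excitation 544 nm and emission 590 nm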
PPARg SRC2 recr – PPARgamma-driven SRC-2 recruitment agonism; PPARgamma LBD-SRC-2 recruitment, biochemical; activation, % at 8 µM; 200,000 tested, 0.34% active; AID 1032; in the data active = activation above about 22%;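 also: 0% = vehicle and 100% = reference agonist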
Target sequence (P37231 whole entry, looked up, the tested form may be a part): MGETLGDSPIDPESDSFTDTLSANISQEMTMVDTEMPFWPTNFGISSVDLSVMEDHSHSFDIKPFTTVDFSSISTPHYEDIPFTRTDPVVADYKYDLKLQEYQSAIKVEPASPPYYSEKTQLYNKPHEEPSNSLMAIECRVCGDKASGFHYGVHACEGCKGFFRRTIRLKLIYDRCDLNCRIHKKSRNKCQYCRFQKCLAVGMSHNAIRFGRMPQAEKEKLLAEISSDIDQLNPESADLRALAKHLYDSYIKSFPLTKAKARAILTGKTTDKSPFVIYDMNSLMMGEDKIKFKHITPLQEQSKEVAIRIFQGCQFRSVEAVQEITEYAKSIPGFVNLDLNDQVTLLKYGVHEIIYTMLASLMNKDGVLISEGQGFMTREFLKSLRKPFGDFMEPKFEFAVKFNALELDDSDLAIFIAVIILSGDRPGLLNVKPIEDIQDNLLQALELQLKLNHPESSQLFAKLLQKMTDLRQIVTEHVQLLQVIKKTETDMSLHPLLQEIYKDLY
PPARg SRC-3 ag – agonists of human PPARgamma SRC-3 coactivator recruitment | P37231 | biochemical PPARgamma/SRC-3 coactivator recruitment assay | activation, % at 8 µM | 200,000 tested, 0.26% active; in the data active = activation above about 23%;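 also: 0% = DMSO and 100% = reference agonist; some compounds past the cut are filed as inactive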
Diaph inh CS – diaphorase inhibition or chemical oxidation counter-screen; diaphorase resazurin-to-resorufin fluorescence, NADH, 16 min; bacterial (C. kluyveri) enzyme, not human; inhibition, % at 20 µM; 190,000 tested, 0.69% active; AID 1217;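 active = primary screen inhibition at 20 µM above a set limit, cut at about 50% in these data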;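 also: plate controls were DMSO with full reaction for no effect and wells lacking NADH for full effect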
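Test system: Clostridium kluyveri diaphorase enzyme / Quantity: diaphorase at 0.14 U/mL in enzyme working solution / Incubation: 16-min room-temperature incubation before reading / Benchmarks: NADH-free wells as positive control, DMSO-only neutral wells / Signal: resorufin fluorescence 544/590 nm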
G6PDH counter – counter-screen for G6PDH assay hits: L. mesenteroides G6PDH inhibition; Purified L. mesenteroides G6PDH, diaphorase/resazurin coupled fluorescence, 45 min; inhibition, % at 5 µM; 200,000 tested, 0.12% active; AID 1020; in the data active = inhibition above about 50%
PPARg SRC1 recr – PPARgamma-driven SRC-1 recruitment agonism; P37231; PPARgamma-SRC-1 coactivator recruitment biochemical assay; activation, % at 8 µM; 200,000 tested, 0.41% active; in the data active = activation above about 19%;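 also: 0% = DMSO and 100% = reference agonist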
ROMK primary – modulators of human ROMK potassium channel. B-score at 10 µM. P48048. AID 1918. 130,000 tested, 2% active. Tet-inducible ROMK, thallium flux fluorescence; actives lie on both sides;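 active = signal ratio slope over the read window, or its plate-corrected B-score, at least 3 SD from the plate mean, either direction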;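 also: B-score of the F/F0 ratio slope over 7 to 12 s after thallium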
* hit, by the source's call; / = not tested or not shown.

SMILES	SRC2 TRFRET art	S1P3 antagonist	PMI activator	PMI act satM6P	Diaphorase act	PPARg SRC2 recr	PPARg SRC-3 ag	Diaph inh CS	G6PDH counter	PPARg SRC1 recr	ROMK primary
O=C(c1ccc(CN2CCc3ccccc3C2)cc1)N1CCCCC1	1576	7.8	1	1	0.9	8.3	-4.2	11.7	6.8	3.0	/
N/C(=N\OC(=O)c1ccccc1)c1cccnc1	1597	9.0	0.9	1	0.9	15.8	8.5	7.3	10.0	1.8	0.263
Cc1cc(Nc2ccccc2)n(C(=O)c2ccc(Cl)cc2)n1	1526	/	0.9	0.9	0.8	7.0	-2.6	19.8	6.1	-2.7	/
Cc1ccc(S(=O)(=O)n2nnc3ccccc32)c(C)c1C	1425	-11.6	1.1	1	0.9	-3.4	-1.8	11.7	4.9	-6.5	0.0595
CC1=C(C(=O)c2ccccc2)C(c2cn(-c3ccccc3)nc2-c2ccc(Cl)cc2)NC(=S)N1 (stereo not given)	1904	/	1	1	0.9	-1.7	0.3	14.3	5.5	-3.0	/
COc1ccc(C2CN=NC23CCCc2ccccc2C3=O)cc1 (stereo not given)	1720	/	1	1	0.9	1.4	-1.9	5.9	-0.5	3.1	/
COc1ccc(C(=O)Nc2cc3c(cc2C#N)OCO3)cc1S(=O)(=O)NCc1ccco1	1581	10.3	1	1	0.9	-5.4	-14.6	13.1	7.5	7.2	0.0786
O=C(NCc1cccs1)c1cc2ccccc2o1	1334	1.5	1	1	0.9	-5.6	2.0	11.4	0.6	-5.2	/
COc1cc(NC(=S)Nc2cccc(C)n2)cc(OC)c1OC	1565	-7.7	0.9	1	0.9	-2.5	-4.5	7.0	-3.5	-3.5	-0.0124
CC(C)OC(=O)c1ccc(COC(=O)c2cccc(-c3nnc(-c4ccccc4)o3)c2)cc1	1513	-3.3	1	1.1	1	5.2	-2.5	2.5	-26.0	-1.6	/
CCCCNC(=O)C1CCCN(S(=O)(=O)c2ccc(S(=O)(=O)NCC(C)C)cc2)C1 (stereo not given)	1641	/	0.9	0.9	0.9	3.9	6.5	11.2	6.0	0.0	0.0585
CCOC(=O)Cc1csc(NC(=O)CSc2nc(C)cc(=O)[nH]2)n1	1445	-20.7	0.9	1	0.9	2.7	4.0	11.1	-9.9	1.1	-0.406

Structural class, the compounds so far with a furan ring, fused or not
SMILES	SRC2 TRFRET art	S1P3 antagonist	PMI activator	PMI act satM6P	Diaphorase act	PPARg SRC2 recr	PPARg SRC-3 ag	Diaph inh CS	G6PDH counter	PPARg SRC1 recr	ROMK primary
COc1ccc(C(=O)Nc2cc3c(cc2C#N)OCO3)cc1S(=O)(=O)NCc1ccco1	1581	10.3	1	1	0.9	-5.4	-14.6	13.1	7.5	7.2	0.0786
O=C(NCc1cccs1)c1cc2ccccc2o1	1334	1.5	1	1	0.9	-5.6	2.0	11.4	0.6	-5.2	/

Continued:
SMILES	SRC2 TRFRET art	S1P3 antagonist	PMI activator	PMI act satM6P	Diaphorase act	PPARg SRC2 recr	PPARg SRC-3 ag	Diaph inh CS	G6PDH counter	PPARg SRC1 recr	ROMK primary
Oc1c(Br)cc(Br)cc1CNc1ccc(F)cc1	1545	5.9	1	0.6	0.7	6.4	6.5	28.8	8.8	4.3	1.07
CCCc1nn(C)c2c(=O)[nH]c(-c3ccccc3OCC)nc12	1466	-2.4	1	1	1	0.9	-2.2	4.9	5.7	-6.4	/
CCOc1ccccc1NC(=O)Cc1ccccc1OC	1477	-11.4	1	1	0.9	-12.7	-4.9	6.2	-3.4	-6.8	0.438
O=C(Cn1ncc2c(=O)oc3ccccc3c21)NC1CC1	1453	6.5	0.9	1	0.9	5.0	1.4	13.4	6.2	-1.3	/
NC(=O)c1cccnc1Nc1ccccc1F	1402	10.5	0.9	0.9	0.9	-4.5	-1.5	5.2	-6.0	1.5	/
COc1ccc(/C(C)=N/NS(=O)(=O)c2ccccc2)c(OC)c1	1594	-13.5	1.5	1.3	1	-10.7	2.6	-1.9	-0.8	-4.2	-0.744
CCOC(=O)c1c(-c2ccc(OCC)cc2)csc1NC(=O)CCN1C(=O)c2ccccc2C1=O	1531	-2.8	0.9	1	1	1.0	5.7	-0.6	4.4	4.1	/
Cc1nc2cc(-c3ccsc3-n3c(C)ccc3C)[nH]n2c(=O)c1Cl	1440	/	0.9	0.9	0.4	1.8	2.4	64.5*	6.9	1.8	/
O=C(NNC(=O)c1ccc2c(c1)OCO2)NC12CC3CC(CC(C3)C1)C2	1486	-0.6	1	1.1	0.9	1.1	1.6	6.6	-12.9	2.5	/
CCOc1cc(C#N)c(NC(=O)c2cccnc2Cl)cc1OCC	1480	/	1	1.1	0.9	1.0	-2.6	12.5	1.2	2.0	/
Cc1ccc(-c2nn3c(C)nnc3s2)cc1NC(=O)CSc1ccc(Cl)cc1	1690	12.4	1	1	0.9	3.0	4.8	12.1	1.2	5.7	/
CC1CCCC(C)N1C(=O)CSc1nnc(-c2cccs2)o1 (stereo not given)	1554	-3.3	0.9	1	0.9	12.3	-12.0	11.1	-21.3	4.0	0.0118

Some entries already given with just ROMK primary, G6PDH counter and PMI act satM6P.
Structure,ROMK primary,G6PDH counter,PMI act satM6P
O=C(Cn1ncc2c(=O)oc3ccccc3c21)NC1CC1,/,6.2,1
NC(=O)c1cccnc1Nc1ccccc1F,/,-6.0,0.9
COc1ccc(/C(C)=N/NS(=O)(=O)c2ccccc2)c(OC)c1,-0.744,-0.8,1.3
CCOC(=O)c1c(-c2ccc(OCC)cc2)csc1NC(=O)CCN1C(=O)c2ccccc2C1=O,/,4.4,1
Cc1nc2cc(-c3ccsc3-n3c(C)ccc3C)[nH]n2c(=O)c1Cl,/,6.9,0.9

New compounds follow:
SMILES	SRC2 TRFRET art	S1P3 antagonist	PMI activator	PMI act satM6P	Diaphorase act	PPARg SRC2 recr	PPARg SRC-3 ag	Diaph inh CS	G6PDH counter	PPARg SRC1 recr	ROMK primary
Cc1ccccc1N(CC(=O)N/N=C/c1cc(C)n(-c2ccccc2C)c1C)S(C)(=O)=O	1531	/	0.9	0.9	0.9	-4.7	-11.2	14.0	1.3	-4.8	8.47*
CCC(=O)N/N=C(\C)CC(=O)Nc1ccc2ccccc2c1	1634	/	0.8	0.6	0.9	13.0	3.5	14.9	-1.3	6.4	-0.0505
O=[N+]([O-])c1ccc2c(c1Nc1ccccc1)=NC1(CCCCC1)N=2	1452	/	0.5	0.4	0.7	-7.3	-2.0	30.5	14.2	13.0	/
CS(=O)(=O)N1CCN(c2ccc(NC(=S)NC(=O)c3ccccc3[N+](=O)[O-])cc2)CC1	1632	-0.1	0.9	1	0.9	6.1	2.4	10.1	-2.0	-2.5	0.415
O=C(/C=C/c1ccco1)NCCCN1CCOCC1	1493	0.9	0.9	0.8	0.9	-2.9	-0.2	10.6	10.9	-5.2	0.476
Cc1ccc(S(=O)(=O)N2CC3(C)CN(S(=O)(=O)c4ccc(C)cc4)CC(C)(C2)C3O)cc1 (stereo not given)	1569	1.9	1.2	1.1	1	8.0	2.9	4.3	6.4	14.1	/
Cc1ccc(C)c(S(=O)(=O)N=Nc2c(O)[nH]c3ccccc23)c1	1549	-15.3	1.8	2.1*	1.1	11.9	1.5	-9.5	11.0	3.7	-1.2
COc1ccc(N2CCN(C(=O)Cc3coc4cc(C)ccc34)CC2)cc1	1561	-0.2	0.8	0.8	0.8	1.0	0.3	20.2	-0.6	0.3	0.917
CN(C(=O)COc1ccc(Cl)cc1)c1nnc(C23CC4CC(CC(C4)C2)C3)s1	1461	-18.4	1	1	0.6	-1.3	1.3	43.0	6.0	2.0	/
O=C(N/C(=C/c1cccs1)C(=O)N1CCOCC1)c1cccs1	1582	1.5	1	1.1	1	-4.2	-0.3	0.0	20.6	-1.1	0.463
CC1=CC(C)(C)N(C(=O)C(C)N2C(=O)c3ccccc3C2=O)c2ccc(C)cc21 (stereo not given)	1517	/	1	1	0.9	-2.8	-5.9	6.8	-2.7	3.4	-1.7
COCCn1c(SCC(=O)c2ccccc2)nc2c(c1=O)SCC2	1587	-12.1	1	1	0.9	8.8	1.5	7.6	6.3	4.3	1.54
O=C(N/N=C/c1ccc([N+](=O)[O-])s1)c1ccccc1Br	1710	/	1.2	1.1	1	8.5	14.1	2.7	4.0	6.3	/
COc1ccnc(-n2cccc2C#N)c1C#N	1507	-13.7	1	1	0.9	7.6	3.7	7.6	1.0	-1.4	/
COC(=O)c1cc(Br)c(=O)n(CCN2CCOCC2)c1	1652	-25.1	0.9	0.9	0.8	5.2	2.1	15.8	7.7	4.2	/
COc1cc(/C=N/OCC(=O)NC23CC4CC(CC(C4)C2)C3)ccc1OCc1ccccc1	1727	1.0	0.7	0.9	0.8	1.8	-1.4	20.0	-11.7	2.3	/
O=C(CCS(=O)(=O)c1ccc(Br)s1)NCc1ccc2c(c1)OCO2	1562	2.7	1	1.1	0.9	10.1	3.6	8.3	0.4	1.7	/
Cc1cc(C)n(C(=O)CCN2C(=O)c3ccccc3C2=O)n1	1369	3.7	1	1	1	-1.9	-4.8	2.1	15.3	-2.8	-0.605
CCOC(=O)c1nc(Nc2cccc(C)c2)c2ccccc2n1	1483	4.1	1	0.9	0.9	6.4	0.0	11.1	-11.5	-0.2	-0.911
O=c1[nH]c2ccccc2s1	1647	-5.2	1.1	1.1	1.1	12.5	-4.4	-11.5	-0.4	-16.2	-0.194
Cc1ccc2nc(SCC(=O)NC(=O)NCc3ccco3)[nH]c2c1	1548	-25.1	0.9	0.9	0.9	1.2	-3.2	6.1	10.4	-5.3	/
COc1cc(NC(=O)c2ccc(COc3ccccc3Br)o2)cc(OC)c1OC	1477	-13.8	0.8	0.8	0.8	2.4	8.3	19.0	4.4	-4.3	-0.0111
CCOc1ccc(N/C(C)=C\C(=O)c2ccc3c(c2)OCCO3)cc1	1378	-27.6	0.8	0.4	0.9	3.3	3.4	10.2	15.7	-8.2	-0.471
CN1CCN(C(=O)CSc2nc(-c3ccco3)cc(C(F)(F)F)n2)CC1	1527	-17.3	1	1.1	1	-13.0	2.3	-0.8	3.4	0.9	-0.179
O=C1CSC(c2ccccc2Cl)N1 (stereo not given)	1560	-13.6	1.1	1	0.9	0.3	0.7	7.0	-0.7	3.3	3.45*

Compound profiles, from the list above. Values in the order: SRC2 TRFRET art	S1P3 antagonist	PMI activator	PMI act satM6P	Diaphorase act	PPARg SRC2 recr	PPARg SRC-3 ag	Diaph inh CS	G6PDH counter	PPARg SRC1 recr	ROMK primary
Listed for CCOC(=O)c1nc(Nc2cccc(C)c2)c2ccccc2n1 : 1483	4.1	1	0.9	0.9	6.4	0.0	11.1	-11.5	-0.2	-0.911
Listed for COc1cc(/C=N/OCC(=O)NC23CC4CC(CC(C4)C2)C3)ccc1OCc1ccccc1 : 1727	1.0	0.7	0.9	0.8	1.8	-1.4	20.0	-11.7	2.3	/
